miR-122 sensor – miR-122 inhibition in Huh7 cells | activation (reporter increase), % at 12.5 µM | 0.3% of 340,000 active | Huh7 miR-122 Renilla luciferase sensor, 48 h; neutral wells = 0, positive control = 100;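 active means mean replicate activation score at least 90 and every replicate individually at or above 90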;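 further: higher luciferase means less miR-122 activity so hits act as miR-122 inhibitors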
C2C12 statin – suppressors of simvastatin-induced myotoxicity in C2C12 myotubes | ATP luminescence, 48 h; scaled: DMSO 0, geranylgeraniol control 100 | rescue of ATP level, % at 7.49 µM | 0.78% of 330,000 active;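 active means mean ATP rescue above about 67%, or every replicate alone reaching that limit, limit read from the data, passing the limit was not always enough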;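 further: myotubes were challenged with 10 µM simvastatin during compound exposure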
ERp5 block – inhibitors of human ERp5. ERp5 insulin aggregation, absorbance 650 nm, 90 min. inhibition, % at 9.99 µM. 0.05% of 350,000 active;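 active means mean replicate inhibition above about 25%, with every replicate also reaching it, limit read from the data, passing the limit was not always enough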
Target sequence (Q15084 whole entry, looked up): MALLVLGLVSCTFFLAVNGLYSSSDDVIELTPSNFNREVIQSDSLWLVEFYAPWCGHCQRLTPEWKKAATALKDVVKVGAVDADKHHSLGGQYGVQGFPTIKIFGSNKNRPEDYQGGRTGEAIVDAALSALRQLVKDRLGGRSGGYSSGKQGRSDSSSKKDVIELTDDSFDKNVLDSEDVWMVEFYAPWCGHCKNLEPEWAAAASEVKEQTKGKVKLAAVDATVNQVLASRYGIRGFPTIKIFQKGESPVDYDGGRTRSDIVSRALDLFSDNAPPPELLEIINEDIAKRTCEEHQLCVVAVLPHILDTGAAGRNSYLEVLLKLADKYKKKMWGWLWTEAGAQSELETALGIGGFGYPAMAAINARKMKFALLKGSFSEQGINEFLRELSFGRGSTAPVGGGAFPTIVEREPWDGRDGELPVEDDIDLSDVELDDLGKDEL
Cneo AK release – causes C. neoformans cell lysis | adenylate kinase release luminescence, 4 h; normalised: neutral wells 0, clomiphene wells 100 | lysis activity, % at 15 µM | 0.2% of 360,000 active;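 active means mean lysis activity across replicates of at least 80%, whatever share of replicates individually reach that level; inactive means mean lysis activity below 80%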
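Assay system: log-phase C. neoformans yeast / Quantity: yeast cell density of 5 × 10^6 cells/mL / Medium: fresh YPD growth medium / Compound: single dose / Timing: static 4 h at 37 °C with compound, 1 h detection / Measured by: adenylate kinase release luminescence / Read-out: lysis from increased AK signal / Benchmarks: Clomiphene as positive lysis control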
ARNT-TACC3 inh – ARNT/TACC3 interaction disruption; 0.66% of 390,000 active; AlphaScreen His-ARNT PAS-B/GST-TACC3 binding, luminescence; TACC3 fragment carries E629A point mutation; inhibition, % at 9.99 µM; AID 623870;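 active means mean inhibition of replicates at least 50% and at least half of replicates each reaching 50%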;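 further: 0% = complete ARNT plus TACC3 wells and 100% = ARNT alone without TACC3; many hits fall short of the cut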
esBAF inh – blocks esBAF chromatin remodeling in mouse ES cells | 2% of 350,000 active | Bmi1-luciferase knock-in reporter, 24 h; 100% = twice the neutral-well signal | reporter increase, % at 12.5 µM; in the data active means activation above about 40%;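 further: 0% = median of the plate's neutral control wells and 100% = double that signal; a rise in the Bmi1 reporter signal indicates esBAF inhibition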
SIRT5 inh – blocks human SIRT5 desuccinylation of peptide. AID 652115. Q9NXA8. 1.1% of 330,000 active. inhibition, % at 15 µM. Purified SirT5, succinyl-peptide AMC, trypsin-coupled fluorescence; in the data active means inhibition above about 15%
Target sequence (Q9NXA8 whole entry, looked up): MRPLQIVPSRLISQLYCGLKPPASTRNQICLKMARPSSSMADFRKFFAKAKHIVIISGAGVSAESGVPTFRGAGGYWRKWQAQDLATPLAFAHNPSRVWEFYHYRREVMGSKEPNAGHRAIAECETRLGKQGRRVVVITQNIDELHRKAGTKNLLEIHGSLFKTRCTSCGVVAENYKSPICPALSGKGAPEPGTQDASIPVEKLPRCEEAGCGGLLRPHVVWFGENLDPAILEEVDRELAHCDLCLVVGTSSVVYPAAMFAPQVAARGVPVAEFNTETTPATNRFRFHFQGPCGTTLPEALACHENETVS
* = called active by the depositor; . = no result given; & = joins results of further samples; [ ] = remark or other dose.

Order of values: miR-122 sensor | C2C12 statin | ERp5 block | Cneo AK release | ARNT-TACC3 inh | esBAF inh | SIRT5 inh
CCn1c(SCC(=O)n2c(C)c(C)c3ccccc32)nnc1-c1ccco1
 : -6.1 | . | . | . | -4.3 | -8.0 | .
CCOC(=O)CC(=O)CSc1[nH]c(=O)cc(C)c1C#N
 : 3.8 | -1.2 | . | -0.7 | -2.6 | -6.3 | .
CC(C)C#Cc1cnc2c(c1)C(=O)N([C@H](C)CO)C[C@@H](C)[C@@H](CN(C)C(=O)Nc1cccc(F)c1)O2
 : 5.1[16.7 µM] | 7.3 | 0.4 | -0.6 | 4.8 | 6.7 | -3.5
O=C(CSc1nnc(-c2ccc(F)cc2)c2ccccc12)Nc1c(F)cccc1F
 : . | . | 3.4 | . | -2.5 | . | 7.8
Cc1cc(C)nc(N/N=C/c2cn[nH]c2-c2ccc(F)cc2)n1
 : . | . | 5.7 | -5.0 | 8.2 | . | 0.5
COc1ccc(-n2cccc2C=O)cc1OC
 : -5.2 | 4.3 | . | 0.8 | 4.9 | -7.9 | .
C[C@H](CO)N1C[C@H](C)[C@H](CN(C)C(=O)NC2CCCCC2)Oc2ncc(C#Cc3ccccc3)cc2C1=O
 : -4.1[16.7 µM] | 7.5 | 15.7 | -3.9 | 3.3 | -15.9 | 2.5
C[C@@H]1CN([C@@H](C)CO)C(=O)c2cc(C#CC3CCCC3)cnc2O[C@@H]1CN(C)C(=O)C1CCCCC1
 : 4.0[16.7 µM] | -18.0 | 0.6 | 1.7 | -3.8 | -1.4 | 10.1
C[C@H](CO)N1C[C@H](C)[C@@H](CN(C)Cc2ccc(F)cc2)Oc2cc(Br)ccc2S1(=O)=O
 : 5.7[16.7 µM] | -39.0 | 11.1 | 0.5 | -4.2 | 2.9 | 4.5
CC1CCN(c2ccc(/C=C(\C#N)c3nn(-c4ccccc4)c(N)c3C#N)cc2[N+](=O)[O-])CC1
 : 6.9 | . | . | -0.7 | 2.1 | . | .
C[C@H](CO)N1C[C@H](C)[C@H](CN(C)C(=O)Nc2cccc3ccccc23)Oc2ccc(NS(C)(=O)=O)cc2CC1=O
 : -4.0[16.7 µM] | 2.8 | -2.3 | -3.0 | -9.4 | 1.0 | -0.7
CCc1ccc(NC(=O)c2cc(-c3ccc4c(c3)OCO4)on2)cc1
 : . | 3.5 | 3.1 | 0.6 | . | -9.1 | -3.1
O=C(CCCCC(=O)OCC1CCCO1)OCC1CCCO1 (configuration not stated)
 : -15.7 | 3.3 | 6.1 | -0.3 | -5.5 | 11.0 | -3.8
O=C(c1ccccc1)N1Cc2ccccc2[C@H]2OC(c3ccc(OCCCO)cc3)=N[C@@]2(Cc2ccccc2)C1=O
 : . | . | 5.7 | 9.2 | 0.9 | . | 11.7
COCCNC(=O)C[C@H]1C=C[C@H](NC(=O)NC2CCCCC2)[C@H](CO)O1
 : 21.2[16.7 µM] | -6.8 | -2.4 | 1.3 | . | -1.8 | 6.5

Some of these compounds in order of molecular weight, low to high:
Order of values: miR-122 sensor | C2C12 statin | ERp5 block | Cneo AK release | ARNT-TACC3 inh | esBAF inh | SIRT5 inh
COCCNC(=O)C[C@H]1C=C[C@H](NC(=O)NC2CCCCC2)[C@H](CO)O1
 : 21.2[16.7 µM] | -6.8 | -2.4 | 1.3 | . | -1.8 | 6.5
O=C(CSc1nnc(-c2ccc(F)cc2)c2ccccc12)Nc1c(F)cccc1F
 : . | . | 3.4 | . | -2.5 | . | 7.8
C[C@H](CO)N1C[C@H](C)[C@@H](CN(C)Cc2ccc(F)cc2)Oc2cc(Br)ccc2S1(=O)=O
 : 5.7[16.7 µM] | -39.0 | 11.1 | 0.5 | -4.2 | 2.9 | 4.5

The list goes on.
Order of values: miR-122 sensor | C2C12 statin | ERp5 block | Cneo AK release | ARNT-TACC3 inh | esBAF inh | SIRT5 inh
C[C@@H]1CN([C@@H](C)CO)S(=O)(=O)c2ccc(-c3cccc(C(=O)N(C)C)c3)cc2O[C@@H]1CN(C)C(=O)Nc1ccc(F)cc1
 : 10.0[16.7 µM] | 7.7 | -8.5 | -4.1 | 2.3 | 3.5 | -2.3
CC(=O)N1CCc2c(sc(NC(=O)CN3C(=O)c4ccccc4C3=O)c2C(N)=O)C1
 : 4.9 | -5.6 | -2.6 | 3.9 | 19.1 | -4.5 | -2.0
CC12CCC(C(=O)O)(C/C1=N\O)C2(C)C (configuration not stated)
 : -10.5&-7.4 | 12.3&-25.1 | . | -1.7&2.3 | . | -0.3&-4.6 | .
COc1ccc2nc(NC(=O)C3COc4ccccc4O3)sc2c1 (configuration not stated)
 : -2.3 | -5.3 | 4.2 | -8.2 | 3.2 | 2.9 | -0.3
CC=Cc1ccc2n(c1=O)C[C@H]1[C@H](CO)[C@@H](C(=O)NCCc3cn(C)cn3)N(C(=O)C3CCC3)[C@@H]21 (mixture of isomers)
 : . | 9.5 | 1.6 | -1.1 | 4.6 | -2.7 | -4.3
COc1ccc(NS(=O)(=O)c2cc(NC(=O)CNC(=O)c3cccc(OC)c3)ccc2C)cc1
 : 12.7 | . | 6.5 | 0.0 | -1.7 | . | 2.4
Cc1ccc(N2C(=O)C3C4C=CC(CNC(=S)N5CCN(c6cccc(C)c6)C(C)C5)(O4)C3C2=O)cc1 (configuration not stated)
 : -6.5 | -3.8 | 0.4 | . | -6.5 | -4.7 | 0.5
Cc1csc(=O)n1CCC(=O)OC(C)C(=O)NCc1ccccc1 (configuration not stated)
 : . | -0.1 | 3.0 | 1.6 | -5.7 | 0.1 | -0.8
COc1cc(C(=O)N(C)C2CCCN(Cc3ccccc3F)C2)cc(OC)c1OC (configuration not stated)
 : 6.4 | 12.0 | 0.9 | -2.8 | -0.4 | -0.3 | 7.6
COc1ccc(-c2ccc(N(C)C)cc2)cc1[C@H]1[C@@H]2C=CCC[C@@]2(C)C(=O)N1Cc1ccccc1
 : 66.8 | 16.5 | -1.2 | -1.1 | -17.6 | -9.6 | 2.7
CC1(C)Cc2nc3sc4c(N(CCO)CCO)nnnc4c3cc2CO1
 : . | . | 2.4 | . | 7.6 | . | -6.9
CCc1nc2c(OCC(=O)C(C)(C)C)cccn2c1N(C=O)Cc1ccccc1
 : -2.5 | 8.0 | 4.8 | 1.1 | . | 4.0 | .
CCCNC(=O)NC(=O)CSc1nc2ccccc2c(=O)n1Cc1ccncc1
 : 2.3 | -3.8 | -2.7 | 0.5 | -2.7 | 1.1 | -2.3
CCC(=O)N1CCc2cc(S(=O)(=O)CCC(=O)Nc3ccc(CC)cc3)ccc21
 : -6.0 | 10.7 | . | -2.1 | -1.7 | 3.3 | .
Cc1c(O)ccc2c(CN3CCN(C/C=C/c4ccccc4)CC3)cc(=O)oc12
 : . | . | 3.6 | . | -9.6 | . | -7.6

Shown with tabs: part of the list above.
molecule	miR-122 sensor	C2C12 statin	ERp5 block	Cneo AK release	ARNT-TACC3 inh	esBAF inh	SIRT5 inh
CC=Cc1ccc2n(c1=O)C[C@H]1[C@H](CO)[C@@H](C(=O)NCCc3cn(C)cn3)N(C(=O)C3CCC3)[C@@H]21 (mixture of isomers)	.	9.5	1.6	-1.1	4.6	-2.7	-4.3
COc1ccc(NS(=O)(=O)c2cc(NC(=O)CNC(=O)c3cccc(OC)c3)ccc2C)cc1	12.7	.	6.5	0.0	-1.7	.	2.4
Cc1ccc(N2C(=O)C3C4C=CC(CNC(=S)N5CCN(c6cccc(C)c6)C(C)C5)(O4)C3C2=O)cc1 (configuration not stated)	-6.5	-3.8	0.4	.	-6.5	-4.7	0.5
Cc1csc(=O)n1CCC(=O)OC(C)C(=O)NCc1ccccc1 (configuration not stated)	.	-0.1	3.0	1.6	-5.7	0.1	-0.8
COc1cc(C(=O)N(C)C2CCCN(Cc3ccccc3F)C2)cc(OC)c1OC (configuration not stated)	6.4	12.0	0.9	-2.8	-0.4	-0.3	7.6
COc1ccc(-c2ccc(N(C)C)cc2)cc1[C@H]1[C@@H]2C=CCC[C@@]2(C)C(=O)N1Cc1ccccc1	66.8	16.5	-1.2	-1.1	-17.6	-9.6	2.7
CC1(C)Cc2nc3sc4c(N(CCO)CCO)nnnc4c3cc2CO1	.	.	2.4	.	7.6	.	-6.9
CCc1nc2c(OCC(=O)C(C)(C)C)cccn2c1N(C=O)Cc1ccccc1	-2.5	8.0	4.8	1.1	.	4.0	.
CCCNC(=O)NC(=O)CSc1nc2ccccc2c(=O)n1Cc1ccncc1	2.3	-3.8	-2.7	0.5	-2.7	1.1	-2.3
CCC(=O)N1CCc2cc(S(=O)(=O)CCC(=O)Nc3ccc(CC)cc3)ccc21	-6.0	10.7	.	-2.1	-1.7	3.3	.
Cc1c(O)ccc2c(CN3CCN(C/C=C/c4ccccc4)CC3)cc(=O)oc12	.	.	3.6	.	-9.6	.	-7.6

The listing continues.
Order of values: miR-122 sensor | C2C12 statin | ERp5 block | Cneo AK release | ARNT-TACC3 inh | esBAF inh | SIRT5 inh
COC(=O)CN1C(=O)C(C)=C(c2ccc(C)cc2)S1(=O)=O
 : -1.7 | 14.6 | -4.0 | 0.8 | -3.2 | 6.4 | -2.2
CCCCCc1ccnc(CC(=O)c2ccc(OC)cc2)c1
 : . | -38.6 | -1.7 | -0.3 | 10.0 | 1.2 | .
COc1cccc(OCC(O)CN2CCN(C(c3ccccc3)c3ccccc3)CC2)c1 (configuration not stated)
 : -1.8 | 35.6 | 1.1 | -2.0 | 1.0 | -3.4 | -3.3
CC(=O)Nc1ccc(NC(=O)C(C)OC(=O)CCCN2C(=O)c3cccc4cccc(c34)C2=O)cc1 (configuration not stated)
 : 2.6 | -4.8 | 1.5 | 0.2 | -17.3 | -5.8 | -5.8
O=C(NNC(=O)c1cnccc1C(F)(F)F)c1ccc(Cl)cc1
 : -1.9 | -1.9 | 4.0 | -2.2 | -2.3 | -4.4 | -4.0
CCN1CCN(C(=O)C(=O)c2c(C)[nH]c3ccccc23)CC1
 : . | . | 0.2 | . | -3.6 | . | -4.4
CCN(c1cccc2ccccc12)S(=O)(=O)c1cccs1
 : . | -5.1 | -3.0 | -1.3 | -3.9 | -2.4 | -0.7

Assay outcomes: PubChem BioAssay, Broad Institute

Hits appear at their usual frequency. About 4% of those tested had a hit in this group.
